Screens from PubChem BioAssay.
Chronic BCR inh: blocks chronic active B-cell receptor signaling | ABC-DLBCL IkBa-CBG/CBR reporter, luminescence ratio, 4 h | Potency, µM (series often up to 46.1 µM), for the others: top-dose ratio change, negative = lower green/red ratio, hits mostly inhibitors | 0.05% of 340,000 active; active means well fitted inhibition curve with a large enough effect in the signal ratio, with a control signal flat, not every such curve was filed as active; inconclusive means small, poorly fitted or top-dose-only effect, or effect the other way, or a change in a side signal; the % refers to the signal ratio;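 further: potency means the concentration at half of the fitted maximal effect; plate controls were basal doxycycline-induced cells for no effect and cells given 10 µM MG132 for full effect; MG132 reads +100%, hits lower the ratio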
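Compounds up to 46 uM were incubated four hours with TMD8 cells whose green CBG68 luciferase is fused to IkappaBalpha; red CBR luminescence normalised the signal, and concentration-effect curves were fitted to fusion, red and ratio data.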
ASM inhibitor: inhibitors of human secretory acid sphingomyelinase | P17405 | placental ASM, HMU-PC fluorogenic substrate, 60 min | Potency, µM (series often up to 57.5 µM), inactives show at the highest dose activity change, negative = inhibition, actives largely listed as inhibitors | 0.006% of 340,000 active; further: potency means the concentration at half of the fitted maximal effect
Target sequence (P17405 47-631 limits assumed): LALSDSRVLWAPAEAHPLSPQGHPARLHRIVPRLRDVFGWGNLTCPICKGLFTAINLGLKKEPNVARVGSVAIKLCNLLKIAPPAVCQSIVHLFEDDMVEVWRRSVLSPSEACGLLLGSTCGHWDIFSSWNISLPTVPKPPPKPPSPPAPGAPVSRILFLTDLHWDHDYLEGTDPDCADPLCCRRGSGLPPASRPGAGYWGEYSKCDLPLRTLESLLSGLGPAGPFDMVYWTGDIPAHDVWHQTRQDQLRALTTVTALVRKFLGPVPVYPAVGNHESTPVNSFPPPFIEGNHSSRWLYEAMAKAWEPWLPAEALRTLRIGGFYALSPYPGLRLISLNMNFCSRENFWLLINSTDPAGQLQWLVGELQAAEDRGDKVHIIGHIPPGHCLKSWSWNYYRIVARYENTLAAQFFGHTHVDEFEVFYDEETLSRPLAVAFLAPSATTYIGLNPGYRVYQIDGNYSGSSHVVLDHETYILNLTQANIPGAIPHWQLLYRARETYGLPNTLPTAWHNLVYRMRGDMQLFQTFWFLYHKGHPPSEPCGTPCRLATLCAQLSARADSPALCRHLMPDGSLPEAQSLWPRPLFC
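Human placenta-derived ASM enzyme was preincubated with compound for 10 minutes at room temperature, then given fluorogenic substrate HMU-PC0 (9 uM final) for 60 minutes at 37 °C; a pH 10 stop preceded fluorescence reading at Ex 386/Em 447 nm.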
TSHR antagonist: antagonists of human thyroid stimulating hormone receptor; P16473; TSHR-expressing cells, TSH-stimulated cAMP HTRF, 2 h; active compounds read low; activity change, negative = inhibition, % at 11.5 µM; 0.2% of 330,000 active; AID 504810;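 active means activity change below a set negative limit, meaning inhibition stronger than a set level, cut at about -70% in these data; inconclusive means activity change between two set negative limits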; further: on the % scale 0 is the no-effect control and ±100 the full control effect
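Inhibition of cAMP made by TSHR-expressing cells under TSH stimulation (4nM final, EC80; 2 h, 37 deg C) is quantified with a one-step lysis HTRF kit, anti-cAMP cryptate versus cAMP-d2.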
Eya2 phos inh: inhibitors of human Eya2 phosphatase activity | O00167 | recombinant Eya2, OMFP fluorescence dephosphorylation (OMFP is methylfluorescein phosphate) | Potency, µM (doses to about 76.9 µM), without a hit: at the highest dose activity, negative = inhibition, hits mostly inhibitors | 0.006% of 330,000 active | AID 488837; further: potency means the concentration at half of the fitted maximal effect; on the % scale 0 is the no-effect control and ±100 the full control effect
Target sequence (O00167 whole entry, looked up): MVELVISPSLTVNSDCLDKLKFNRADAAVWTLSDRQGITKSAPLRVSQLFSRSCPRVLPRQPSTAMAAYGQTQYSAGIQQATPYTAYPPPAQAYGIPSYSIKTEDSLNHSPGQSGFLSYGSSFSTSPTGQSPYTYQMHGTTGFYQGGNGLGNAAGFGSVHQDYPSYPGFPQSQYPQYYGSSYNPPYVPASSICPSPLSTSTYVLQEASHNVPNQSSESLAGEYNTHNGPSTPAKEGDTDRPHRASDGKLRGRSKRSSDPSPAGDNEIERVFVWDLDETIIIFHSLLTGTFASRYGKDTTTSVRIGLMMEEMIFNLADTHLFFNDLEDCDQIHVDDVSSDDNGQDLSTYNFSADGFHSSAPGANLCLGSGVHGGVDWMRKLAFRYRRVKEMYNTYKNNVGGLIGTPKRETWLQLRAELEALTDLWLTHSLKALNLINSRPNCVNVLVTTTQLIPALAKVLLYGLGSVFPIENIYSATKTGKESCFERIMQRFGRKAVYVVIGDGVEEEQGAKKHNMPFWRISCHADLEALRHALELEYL
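Eya2 (0.2 uM) preincubated 10 min at ambient with compound, then OMFP substrate added at 50 uM; 10 min reaction in 50 mM HEPES pH 7.5, 50 mM NaCl, 5 uM MgCl2, 0.05% BSA, 1 mM DTT. Fluorescence read at Ex 485/Em 525 nm.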
TCR act: activators of T cell receptors; Potency, µM (highest dose often 9.22 µM), for the others: at the top dose activation of IL-2 secretion, hits mostly activators; 330,000 tested, under 10 active; primary human leukocytes, anti-CD3, IL-2 HTRF, 48 h; further: % of control where 0% means no effect
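Readout: HTRF IL-2, Eu-cryptate/d2 antibody pair, 320nm excitation, 665nm emission. Stimulus: a-CD3 beads, no co-stimulation. Cells: primary human leukocytes. Exposure: 48 hr with compound.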
Tb PFK inh: T. brucei PFK enzyme inhibition | O15648 | Potency, µM (doses to about 57.5 µM), for inactives: top-dose activity, negative = inhibition, most hits filed as inhibitors | AID 485367 | 0.17% of 330,000 active | T. brucei PFK, ADP-Glo luminescence;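 further: potency means the concentration at half of the fitted maximal effect; 0% = uninhibited 1x PFK enzyme wells and -100% = no-enzyme wells; nearly all actives have a fitted effect of over 60% in size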
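ADP-Glo luminescence quantified ADP after 45 min at room temperature, with 1.25 nM T. brucei PFK, 0.1 mM ATP and 0.5 mM fructose-6-phosphate in pH 8.0 TEA buffer. qHTS titrations up to 57 µM; curves classified by quality.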
Mito fusion yeast: blocks mitochondrial division or promotes mitochondrial fusion; S. cerevisiae fusion-defective mutant growth rescue, CellTiterGlo 48 h; Potency, µM (top dose mostly 46.1 µM), for the others: at the highest dose growth rescue (activation), actives largely listed as activators; 0.23% of 320,000 active;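 further: potency means the concentration at half of the fitted maximal effect; % of control where 0% means no effect; nearly all actives have a fitted effect of over 45% in size; temperature-sensitive fusion mutants such as fzo1-1 at 37 °C on non-fermentable ethanol glycerol medium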
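Yeast fusion mutant, YPEG (non-fermentable carbon), compound, 48 h at 37C non-permissive; CellTiterGlo added, 10 min RT, luminescence read. Rescued growth = division inhibition.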
A-T KAP1 phos: potential ataxia-telangiectasia treatment | AID 485349 | […] A-T fibroblasts, KAP-1 phosphorylation AlphaLISA; neocarzinostatin DNA damage 30 min before lysis | Potency, µM (titrated, usually from 57.5 µM), for the others: at the top dose activation, actives largely listed as activators | 0.19% of 320,000 active; further: potency means the concentration at half of the fitted maximal effect; % of control where 0% means no effect; nearly all actives have a fitted effect of over 45% in size
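hTERT-immortalized A-T patient fibroblasts ([…]), 500 cells/well in OPTI-MEM, 1% FBS, got compounds for 60 min, then NCS for 30 min at 37C. Lysates were then assayed for phospho-KAP-1 by AlphaLISA (anti-pKAP1 donor, anti-KAP1 acceptor beads), 6 hr at 25C.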
TSG101-PTAP inh: blocks PTAP/TSG101 interaction to inhibit HIV-1 budding. Q99816. Fluorescence polarization, FITC-PTAP peptide / Tsg101 binding. Potency, µM (series often up to 115 µM), without a hit: top-dose activity change, negative = inhibition, hits mostly inhibitors. 340,000 tested, under 10 active. AID 493005; active means well fitted inhibition curve with a large enough effect in the main read-out, with a control signal flat, not every such curve was filed as active; inconclusive means small, poorly fitted or top-dose-only effect, or effect the other way, or a change in a side signal; inactive means no such curve, though single readings can be large or run the other way; further: potency means the concentration at half of the fitted maximal effect; % of control where 0% means no effect
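Fluorescence polarization binding of Tsg101 binding domain (10 uM final) to FITC-labeled PTAP peptide (50 nM final) in HEPES pH 7.5 buffer with NaCl, Tween 20, EDTA, TCEP. Compounds added before peptide; binding 20 min at RT.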
a7 integrin act: activates integrin-mediated alleviation for muscular dystrophy | alpha7betagal myoblasts, beta-gal FDG fluorescence, 48 h | AID 624291 | Potency, µM (doses to about 38.3 µM), for inactives: at the top dose activation, hits mostly activators | 0.064% of 350,000 active;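 further: potency means the concentration at half of the fitted maximal effect; 100% = response of the positive control SU9516; nearly all actives have a fitted effect of over 60% in size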
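alpha7betagal+/- myoblasts (passage 13, 250/well) treated 48 h at 37C with compounds at 1:260 dilution of DMSO stock. Lysed, then beta-galactosidase activity read as FDG fluorescence (ex 480/em 540) after 30 min, with pre-read for autofluorescence.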
ELG1 repair inh: blocks ELG1-dependent DNA repair in HEK293T cells; HEK293T ELG1-luciferase reporter, luminescence, 16 h; DNA damage induced by 5-fluorouridine; Potency, µM (titrated, usually from 46.1 µM), for inactives: top-dose activity change, negative = inhibition, usual class: inhibitors; AID 504467; 2.3% of 330,000 active; further: potency means the concentration at half of the fitted maximal effect; on the % scale 0 is the no-effect control and ±100 the full control effect; nearly all actives have a fitted effect of over 55% in size
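DMSO vehicle served as the neutral condition. Each well held 2,000 cells given 5-fluorouridine plus compound; after 16 hr at 37 °C/5% CO2, ONE-Glo was added and luciferase measured 30 min later.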
Starred values were filed as active, the others as inactive; ? = inconclusive; / = no result given; [ ] = dose if it differs, or a comment. Unless noted, the call rests on the fitted dose curve; in most records, active means well fitted curve in the direction sought with a large enough effect; inconclusive means small, poorly fitted or top-dose-only effect, or another doubt; inactive means no such curve, though single readings can be large; an effect the other way counts as inactive or inconclusive.

Start of the data: the first 2 entries, to show the layout:
compound | A-T KAP1 phos | TSHR antagonist | a7 integrin act | Tb PFK inh | Mito fusion yeast | TCR act | TSG101-PTAP inh | ELG1 repair inh | Chronic BCR inh | Eya2 phos inh | ASM inhibitor
CCOC(=O)c1cnc(SCC(=O)c2ccccc2)nc1N | 5% | -11 | -30% | -8% | -3% | 5% | -4% | ? | 1% | -2% | -3%
CN(C)c1ccc(C(=S)N2CCN(S(=O)(=O)c3ccccc3)CC2)cc1 | -1% | 6 | -25% | 0% | -29% | -4% | 1% | -3% | -10% | -6% | 5%

The listing, previewed entries included:
compound | A-T KAP1 phos | TSHR antagonist | a7 integrin act | Tb PFK inh | Mito fusion yeast | TCR act | TSG101-PTAP inh | ELG1 repair inh | Chronic BCR inh | Eya2 phos inh | ASM inhibitor
CCOC(=O)c1cnc(SCC(=O)c2ccccc2)nc1N | 5% | -11 | -30% | -8% | -3% | 5% | -4% | ? | 1% | -2% | -3%
CN(C)c1ccc(C(=S)N2CCN(S(=O)(=O)c3ccccc3)CC2)cc1 | -1% | 6 | -25% | 0% | -29% | -4% | 1% | -3% | -10% | -6% | 5%
O=C(c1ccccn1)N1CCN(S(=O)(=O)c2cccc(Br)c2)CC1 | 4% | -6 | -3% | -8% | -3% | 4% | 6% | 3% | -1% | 8% | 2%
O=C(c1ccco1)N1CCN(C(=O)N2CCOCC2)CC1 | 2% | -1 | -3% | 2% | 0% | -6% | 0% | 23% | 3% | -6% | 3%
CC1(C)CCC(=O)N(c2ccccc2)C1=O | 1% | -2 | 5% | 0% | -5% | -8%[46.1 µM] | 0% | -4% | -1% | -4% | -2%
CCN(CC)C(=O)/C(=C\c1ccc(Br)cc1)NC(=O)c1ccccc1OC | -3% | 2 | -21% | -1% | 16% | -1% | -1% | 0% | -2% | -20% | -3%
COc1ccc(NC(=O)Nc2cccc([N+](=O)[O-])c2)cc1Cl | -3% | -6 | -41% | -9% | -18% | 3%[46.1 µM] | -1% | ? | ? | 2% | -4%
O=C(O)CCC(=O)N1N=C(c2ccccc2)CC1c1ccc2c(c1)OCO2 (configuration not stated) | 9% | -16 | 21% | -1% | 0% | 4% | 4% | -3% | 7% | -5% | -1%
O=C1c2ccccc2C(=O)N1CCCCn1c(=O)oc2ccccc21 | 16% | -8 | 0% | 2% | 4% | -4% | -3% | -2% | 5% | -6%[15.4 µM] | 0%
CSc1ncc(C(=O)Nc2cccc(Cl)c2C)c(C)n1 | 1% | 1 | -28% | 0% | -7% | 11% | 3% | 6% | 1% | 9% | -4%
CCCS(=O)(=O)N1CCN(C(=O)COc2ccccc2)CC1 | 2% | -3 | 15% | -6% | 1% | -1% | -4% | 7% | -1% | 10% | 0%
CC(=O)Nc1nc(C)c(-c2csc(Nc3ccc(S(N)(=O)=O)cc3)n2)s1 | -3% | -4 | -7% | 3% | -2% | 1% | -9% | -13% | ? | -4% | 137%

Taken from above.
Result of CSc1ncc(C(=O)Nc2cccc(Cl)c2C)c(C)n1 in TCR act: 11%
Result of O=C(c1ccccn1)N1CCN(S(=O)(=O)c2cccc(Br)c2)CC1 in Eya2 phos inh: 8%
Result of O=C(c1ccco1)N1CCN(C(=O)N2CCOCC2)CC1 in TSHR antagonist: -1

(cont.)
compound | A-T KAP1 phos | TSHR antagonist | a7 integrin act | Tb PFK inh | Mito fusion yeast | TCR act | TSG101-PTAP inh | ELG1 repair inh | Chronic BCR inh | Eya2 phos inh | ASM inhibitor
CC(=O)Nc1ccc(S(=O)(=O)NCCC(=O)OCc2csc(CC(=O)Nc3ccccc3C)n2)cc1 | 2% | -9 | -22% | -2% | 2% | -5% | -5% | -27% | ? | -14% | 8%
CN1CCN(C(=O)C2=C[C@@H](c3ccc(Br)cc3)C[C@@H](OCc3ccc(CO)cc3)O2)CC1 | 4% | 0 | -21% | 4% | 0% | 3% | -2% | 2% | 10% | -18% | 2%
Cc1cc(NC(=O)CCS(=O)(=O)c2ccc3c(c2)NC(=O)C(C)S3)ccc1Br (configuration not stated) | -4% | -7 | 18% | 1% | 2% | -7% | -8% | -13% | -1% | -2% | -18%
COc1ccc(N(C)S(=O)(=O)c2ccc3c(c2)CCC(=O)N3)cc1 | 0% | 1 | 14% | -8% | 0% | / | / | -25% | -4% | 25% | -1%
COc1ccc(-c2csc(NC(=O)c3ccc(OCC(=O)N4CCOCC4)c(OC)c3)n2)cc1 | 4% | 0 | -10% | -3% | -1% | 1%[46.1 µM] | -1% | 16µM* | -4% | -7% | ?
CS(=O)(=O)N1CCc2cc(C(=O)O)ccc21 | 0% | -2 | 14% | 0% | -1% | 6% | -4% | 1% | 0% | 9% | 2%
COc1ccc2o/c(=N/NC(=O)c3cccs3)c(C(N)=O)cc2c1 | -4% | -21 | -1% | ? | 18% | 0% | -1% | ? | ? | -10% | -11%
CCCCC(O)(c1ccccc1)C(CN1CCOCC1)c1ccccc1 (configuration not stated) | -9% | 0 | -27% | -5% | 6% | -5% | -6% | -15% | 1% | -12% | 1%
Cc1nc2ccccc2c(=O)n1-c1ccc(NS(=O)(=O)c2ccc(F)cc2)cc1 | 3% | -3 | 7% | 2% | 1% | -1% | -2% | -5% | 0% | 1% | /
Cc1ccc(OCc2nnc(N)s2)cc1 | 8% | 12 | 13% | -3% | -2% | 11% | -1% | ? | ? | 3% | 0%
COc1ccc(NC(=O)N(C)C[C@H]2Oc3ccc(NS(=O)(=O)c4cccs4)cc3C(=O)N([C@H](C)CO)C[C@@H]2C)cc1 | 0% | 17 | 19% | ? | / | 10% | 4% | 13% | 0% | 13% | -3%
CC(C)c1ccccc1NC(=S)N1CCN(Cc2ccc3c(c2)OCO3)CC1 | 0% | 9 | -2% | -3% | ? | 0% | 0% | ? | ? | -9% | 3%
NC(=O)c1ccc(NC(=O)CN2CCN(c3ccc(Cl)cc3)CC2)cc1 | -2% | -8 | -43%[inhibitor] | -2% | 0% | -1% | -6% | -30% | -1% | -3% | -10%
O=C(NCc1ccc(N2CCCC2=O)cc1)c1cccc(Cl)c1 | 3% | 15 | ? | 4% | -10% | -3% | -2% | -15% | 2% | -23% | -2%
CC(C)c1ccc(NC2CCCN(C(=O)c3ccc4nccnc4c3)C2)cc1 (configuration not stated) | -6% | 0 | 0% | -1% | 1% | 1% | -4% | 0% | 1% | ? | -4%
Cc1ccccc1NCN1C(=O)C2C3C=CC(C3)C2C1=O (configuration not stated) | -2% | -8 | -11% | -2% | 1% | 3% | -2% | -1% | 1% | -5% | -1%
COC(=O)/C(=C\Nc1ccc(Cl)cc1Cl)NC(=O)c1ccc(OC)cc1 | -7% | -5 | -23% | -1% | -1% | 1% | 0% | -9% | -11% | 5% | -4%
COc1ccccc1NC(=O)c1sc2ncn(Cc3ccc(C)cc3)c(=O)c2c1C | 1% | -3 | 16% | -9% | -5% | -5% | -2% | -21% | -3% | -29% | 33%[activator]
COc1cccc2sc3ccc(NCc4ccc5c(c4)OCO5)cc3c(=O)c12 | 6% | -2 | 24% | -1% | 3% | 6% | / | 13% | ? | 10% | 1%
COc1ccc(Nc2nccc(-c3ccc(C#N)cc3)n2)cc1 | 4% | 10 | -1% | 3% | 14% | -4% | -6% | -11% | ? | 2% | -3%
O=C(Nc1cccc(Cl)c1)N(Cc1nc2ccccc2c(=O)[nH]1)Cc1cccs1 | 0% | 4 | -10% | -2% | 0% | 1%[46.1 µM] | -2% | ? | 6% | 2% | -16%
COc1ccccc1Nc1nn2c(=O)c3ccc(C(=O)NCc4cccnc4)cc3nc2s1 | 9% | 14 | / | 2% | -10% | / | / | 6% | -19% | -2% | /
COc1ccc(S(=O)(=O)NC2(C(F)(F)F)NC(=O)N(CCc3ccc(OC)c(OC)c3)C2=O)cc1 (configuration not stated) | -2% | -7 | 8% | 1% | -2% | 6% | -2% | 14% | -1% | -3% | 16%
